Screening data (PubChem)
NR3A LBD binder – modulates the human NR3A ligand-binding domain; Tm shift relative to glycine control, % at 25 µM; NR3A LBD differential scanning fluorimetry, Tm shift; 0% = protein alone, 100% = glycine-bound protein; 2.5% of 340,000 active; AID 1259313;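 active = melting temperature shift of at least 10% of the positive control shift, at one fixed dose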
ATG4B inhibitor – inhibitors of human ATG4B cysteine protease; ATG4B cleavage of LC3-PLA2, NBD-HPC fluorescence, 1 h; AID 504462; 0.51% of 340,000 active; Q9Y4P1; inhibition, % at 8.33 µM; in the data active = inhibition above about 40%
Target sequence (Q9Y4P1 whole entry, looked up): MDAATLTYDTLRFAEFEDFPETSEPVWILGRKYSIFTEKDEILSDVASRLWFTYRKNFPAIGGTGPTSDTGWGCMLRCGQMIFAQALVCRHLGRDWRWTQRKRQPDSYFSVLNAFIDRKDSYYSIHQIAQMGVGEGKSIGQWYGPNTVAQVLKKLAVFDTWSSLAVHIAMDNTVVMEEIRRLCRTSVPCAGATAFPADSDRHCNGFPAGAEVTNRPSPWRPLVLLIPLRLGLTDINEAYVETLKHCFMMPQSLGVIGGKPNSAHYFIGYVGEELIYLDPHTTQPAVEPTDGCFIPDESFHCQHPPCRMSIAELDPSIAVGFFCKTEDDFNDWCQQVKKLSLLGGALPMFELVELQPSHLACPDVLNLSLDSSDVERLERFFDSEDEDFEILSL
MPTP inh – permeability transition pore inhibition; 1.4% of 360,000 active; inhibition, % at 10 µM; isolated mouse mitochondria, Ca2+ swelling absorbance, 30 min;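 active = inhibition of 50% or more, scaled per plate between neutral and stimulator controls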;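 note: 0% = DMSO wells given calcium and 100% = 1 mM EGTA wells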
SENP6 inh – inhibitors of human SENP6 protease; Q9GZR1; Recombinant SENP6 catalytic domain, aminoluciferin luminescence; inhibition, % at 10 µM; 1.8% of 330,000 active;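 active = inhibition above about 50% at the single tested dose, limit read from the data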;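 note: plate controls were DMSO wells with enzyme for no effect and DMSO wells lacking enzyme for full effect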
Target sequence (Q9GZR1 628-1112 limits assumed): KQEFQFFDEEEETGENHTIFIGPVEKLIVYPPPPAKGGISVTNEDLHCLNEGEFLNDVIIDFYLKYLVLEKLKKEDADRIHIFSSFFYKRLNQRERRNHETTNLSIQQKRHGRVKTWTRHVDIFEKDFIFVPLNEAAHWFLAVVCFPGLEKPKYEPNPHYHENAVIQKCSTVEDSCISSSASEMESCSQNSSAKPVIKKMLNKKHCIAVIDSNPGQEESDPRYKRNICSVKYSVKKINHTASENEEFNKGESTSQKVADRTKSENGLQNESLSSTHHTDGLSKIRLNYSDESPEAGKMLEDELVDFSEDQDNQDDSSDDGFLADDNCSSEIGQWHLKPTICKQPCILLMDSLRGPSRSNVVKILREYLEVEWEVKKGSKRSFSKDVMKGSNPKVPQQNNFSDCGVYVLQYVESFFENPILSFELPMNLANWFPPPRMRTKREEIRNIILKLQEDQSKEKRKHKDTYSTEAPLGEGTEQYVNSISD
PfGluPho inh – PfG6PD (Plasmodium falciparum) enzyme inhibition; PfGluPho enzyme, NADPH resazurin-diaphorase fluorescence; inhibition, % at 20 µM; 0.78% of 350,000 active;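 active = inhibition reaching at least a set limit at 20 µM in the primary screen, cut at about 59% in these data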;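 note: 0% = DMSO wells with substrate and 100% = DMSO wells lacking glucose-6-phosphate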
SENP8 inh – inhibitors of human SENP8 protease; Q96LD8; recombinant SENP8, Nedd8 substrate fluorescence; inhibition, % at 20 µM; 0.64% of 360,000 active; AID 602440; in the data active = inhibition mostly above about 40%, no sharp cut-off; inactive = mostly below about 27%
Target sequence (Q96LD8 whole entry, looked up): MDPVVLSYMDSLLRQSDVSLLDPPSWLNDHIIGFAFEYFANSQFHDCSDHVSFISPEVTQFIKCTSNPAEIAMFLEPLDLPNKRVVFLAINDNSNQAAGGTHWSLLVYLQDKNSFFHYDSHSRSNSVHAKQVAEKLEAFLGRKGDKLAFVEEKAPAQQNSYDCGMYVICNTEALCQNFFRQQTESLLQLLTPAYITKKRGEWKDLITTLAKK
HKDC1 inh – inhibitors of human hexokinase HKDC1 | Q2TB90 | recombinant HKDC1, G6PDH/diaphorase resazurin coupled fluorescence | inhibition, % at 20 µM | 0.16% of 340,000 active | AID 493160;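 active = inhibition above about 35% when tested at 20 µM, limit read from the data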;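 note: plate controls were DMSO wells with enzyme for no effect and DMSO wells lacking enzyme for full effect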
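Material: recombinant HKDC1 hexokinase; Amount: HKDC1 at 5 µg/mL; Medium: Tris pH 8.0 buffer with MgCl2, Tween-20, BSA, BME; Schedule: 90 min reaction incubation at room temperature, dark; Technique: coupled resazurin fluorescence, excitation 525 nm, emission 613 nm.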
SENP7 block – inhibitors of human SENP7 protease. Q9BQF6. recombinant SENP7, Z-RLRGG-aminoluciferin luminescence, 40 min. inhibition, % at 5 µM. 1.5% of 330,000 active. AID 434973;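 active = inhibition above about 50% at the single test dose, limit read from the data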;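 note: plate controls were DMSO with enzyme for no effect and no enzyme buffer wells for full effect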
The depositor's hits bear a star; & = joins results of further samples; ! = not confirmed by another sample.

The opening two records, to show the layout:
COc1cccc(C(CC(=O)NCCN2CCOCC2)NS(=O)(=O)c2ccc(C)cc2)c1OC (configuration not stated) was read as NR3A LBD binder 1, ATG4B inhibitor -7, MPTP inh -0.8, SENP6 inh 0, PfGluPho inh 11, SENP8 inh 20, HKDC1 inh -5 and SENP7 block 3.
O=C(CS(=O)(=O)c1c[nH]c2ccccc12)NC1CCCCC1 was read as NR3A LBD binder 1, ATG4B inhibitor -7, MPTP inh -0.8, SENP6 inh -3, PfGluPho inh -3, SENP8 inh 6, HKDC1 inh -5 and SENP7 block -12.

All compounds of this part, from the first entry:
COc1cccc(C(CC(=O)NCCN2CCOCC2)NS(=O)(=O)c2ccc(C)cc2)c1OC (configuration not stated) was read as NR3A LBD binder 1, ATG4B inhibitor -7, MPTP inh -0.8, SENP6 inh 0, PfGluPho inh 11, SENP8 inh 20, HKDC1 inh -5 and SENP7 block 3.
O=C(CS(=O)(=O)c1c[nH]c2ccccc12)NC1CCCCC1 was read as NR3A LBD binder 1, ATG4B inhibitor -7, MPTP inh -0.8, SENP6 inh -3, PfGluPho inh -3, SENP8 inh 6, HKDC1 inh -5 and SENP7 block -12.
Screening Cc1ccc(OCCNC(=O)c2cccc(Oc3ccc(C(F)(F)F)cc3[N+](=O)[O-])c2)cc1 returned NR3A LBD binder -4, ATG4B inhibitor 2, MPTP inh 30, SENP6 inh -36, PfGluPho inh 6, SENP8 inh 27, HKDC1 inh -2 and SENP7 block -3.
Screening O=C(CCNC(=O)c1ccco1)Nc1ccc(OC(F)F)cc1 returned NR3A LBD binder 5, ATG4B inhibitor -2, MPTP inh -1.8, SENP6 inh -19, PfGluPho inh -3, SENP8 inh 2, HKDC1 inh -6 and SENP7 block -2.
`Cc1ccc(-c2csc3ncnc(Nc4ccc(C(=O)O)cc4)c23)cc1` gave NR3A LBD binder -1, ATG4B inhibitor 5, MPTP inh 1.2, SENP6 inh 28, PfGluPho inh -54, SENP8 inh -77, HKDC1 inh -2 and SENP7 block -2.
`Cc1ccc2oc3nc(C)c(C(=O)O)cc3c(=O)c2c1` gave NR3A LBD binder -4, ATG4B inhibitor 13, MPTP inh -2.2, SENP6 inh 88*, PfGluPho inh -8, SENP8 inh -494, HKDC1 inh -5 and SENP7 block 92*.
Screening CC(C)c1nc2sc3c(=O)[nH]cnc3c2c2c1CCCC2 returned NR3A LBD binder -1, ATG4B inhibitor -1, MPTP inh 7.1, SENP6 inh -33, PfGluPho inh 6, SENP8 inh -14, HKDC1 inh 0 and SENP7 block -17.
COc1ccc(C)cc1S(=O)(=O)Nc1ccc2c(c1)OCCO2 was read as NR3A LBD binder 1, ATG4B inhibitor -2, MPTP inh -0.6, SENP6 inh 27, PfGluPho inh -4, SENP8 inh 21, HKDC1 inh 6 and SENP7 block 3.
O=C(CCCN1C(=O)c2ccccc2C1=O)Nc1sc2c(c1C(=O)NCc1ccco1)CCC2 was read as NR3A LBD binder 0, ATG4B inhibitor 20, MPTP inh -0.2, SENP6 inh 1, PfGluPho inh 18, SENP8 inh 0, HKDC1 inh 2 and SENP7 block -3.
`COc1ccccc1N1CCN(C(=O)CCCNC(=O)Cn2cnc3sc(C)c(C)c3c2=O)CC1` gave NR3A LBD binder -1, ATG4B inhibitor -3, MPTP inh -1.1, SENP6 inh -6, PfGluPho inh 11, SENP8 inh 4, HKDC1 inh -4 and SENP7 block 10.
For COc1ccc(-c2nc3cc(C)ccn3c2NC2CCCCC2)cc1SC1CCCCC1 the results were NR3A LBD binder -1, ATG4B inhibitor 7, MPTP inh 55*!, SENP6 inh -3, PfGluPho inh 13, SENP8 inh -484, HKDC1 inh 1 and SENP7 block -2.
For Cc1cc2[nH]cnc2c([N+](=O)[O-])c1C the results were NR3A LBD binder -2, ATG4B inhibitor 4, MPTP inh 1.7, SENP6 inh -16, PfGluPho inh 20, SENP8 inh 4, HKDC1 inh 4 and SENP7 block -9.
Brc1ccc2[nH]c3nc(SCCN4CCOCC4)nnc3c2c1 was read as NR3A LBD binder 3&-1, ATG4B inhibitor -5&4, MPTP inh -0.7&0.8, SENP6 inh -12&-6, PfGluPho inh 0&-7, SENP8 inh 29&19, HKDC1 inh 0&-11 and SENP7 block -10&-7.
`O=C(CSc1nnc2ccccn12)NCc1ccc2c(c1)OCO2` gave NR3A LBD binder -1, ATG4B inhibitor -12, MPTP inh 0.0, SENP6 inh -14, PfGluPho inh 0, SENP8 inh 15, HKDC1 inh -3 and SENP7 block -2.
`C=COC(=O)CSc1nc(-c2cccs2)ccc1C#N` gave NR3A LBD binder -7, ATG4B inhibitor 0, MPTP inh -2.1, SENP6 inh 57*, PfGluPho inh -11, SENP8 inh -310, HKDC1 inh -6 and SENP7 block 7.
Screening Cn1c(NCCCN2CCOCC2)nc2c1c(=O)n(Cc1ccc(Cl)cc1Cl)c(=O)n2C returned NR3A LBD binder -1, ATG4B inhibitor 4, MPTP inh -4.7, SENP6 inh 0, PfGluPho inh 1, SENP8 inh 12, HKDC1 inh -2 and SENP7 block 2.
`Cc1cccn2c(=O)nc(SCC(=O)NCCc3ccccc3)nc12` gave NR3A LBD binder -2, ATG4B inhibitor -9, MPTP inh 0.4, SENP6 inh -12, PfGluPho inh 0, SENP8 inh -139, HKDC1 inh 3 and SENP7 block -9.
For COc1ccc(OC)c(NC(=O)Nc2cc(C(=O)O)ccc2C)c1 the results were NR3A LBD binder -1, ATG4B inhibitor -5, MPTP inh 0.4, SENP6 inh -15, PfGluPho inh -10, SENP8 inh 8, HKDC1 inh 3 and SENP7 block 5.
`C=CCN(Cc1nc(-c2ccc(OC)c(OC)c2)oc1C)C1CCS(=O)(=O)C1` (configuration not stated) gave NR3A LBD binder -1, ATG4B inhibitor 14, MPTP inh 0.5, SENP6 inh -21, PfGluPho inh -12, SENP8 inh 2, HKDC1 inh -9 and SENP7 block -9.
For CCCn1nc(C(=O)OCC(=O)Nc2ccc(C(N)=O)cc2)c2ccccc2c1=O the results were NR3A LBD binder -2, ATG4B inhibitor 3, MPTP inh -0.9, SENP6 inh -20, PfGluPho inh -6, SENP8 inh -2, HKDC1 inh -6 and SENP7 block -4.
For NS(=O)(=O)c1ccc(CCNC(=O)COC(=O)CN2C(=O)C3CCCCC3C2=O)cc1 (configuration not stated) the results were NR3A LBD binder 2, ATG4B inhibitor -6, MPTP inh -2.9, SENP6 inh -2, PfGluPho inh 3, SENP8 inh 11, HKDC1 inh -4 and SENP7 block 3.
For c1csc(-c2nnc3ccccn23)c1 the results were NR3A LBD binder -1, ATG4B inhibitor -4, MPTP inh 2.0, SENP6 inh 9, PfGluPho inh -8, SENP8 inh -45, HKDC1 inh -9 and SENP7 block 0.
Screening O=C1NC(NS(=O)(=O)c2ccccc2)(C(F)(F)F)C(=O)N1CCc1ccccc1 (configuration not stated) returned NR3A LBD binder 6, ATG4B inhibitor -2, MPTP inh -1.0, SENP6 inh -7, PfGluPho inh 5, SENP8 inh -1, HKDC1 inh -4 and SENP7 block 6.
Screening CC(C)N(C(=O)COc1ccc(Br)cc1Cl)C(C)C returned NR3A LBD binder -1, ATG4B inhibitor -5, MPTP inh 5.5, SENP6 inh 7, PfGluPho inh 2, SENP8 inh 32, HKDC1 inh -3 and SENP7 block 9.
For CCCN(CCC(=O)Nc1cc(OC)cc(OC)c1)CC1CC1 the results were NR3A LBD binder 0, ATG4B inhibitor -5, MPTP inh -0.3, SENP6 inh -12, PfGluPho inh 14, SENP8 inh -12, HKDC1 inh 7 and SENP7 block -6.
CCCOc1ccc(CNC(=S)NCc2ccc(OC(C)C)cc2)cc1 was read as NR3A LBD binder -4, ATG4B inhibitor 1, MPTP inh 46, SENP6 inh -9, PfGluPho inh -10, SENP8 inh 8, HKDC1 inh 10 and SENP7 block 6.
`Cc1cc(C)c(S(=O)(=O)Nc2nnc(C(C)C)s2)c(C)c1` gave NR3A LBD binder 0, ATG4B inhibitor -3, MPTP inh 0.9, SENP6 inh -5, PfGluPho inh 14, SENP8 inh 9, HKDC1 inh -4 and SENP7 block -4.
For COc1cccc2cc(-c3nnc(SCC(=O)NCCc4ccccc4)n3C)oc12 the results were NR3A LBD binder 3, ATG4B inhibitor -13, MPTP inh 1.6, SENP6 inh 4, PfGluPho inh 4, SENP8 inh 8, HKDC1 inh -5 and SENP7 block -2.
Cc1c(Cl)cnc(NC(=O)COC(=O)c2cccc(S(=O)(=O)N3CCc4ccccc4C3)c2)c1Cl was read as NR3A LBD binder 1, ATG4B inhibitor 19, MPTP inh 0.8, SENP6 inh -13, PfGluPho inh -11, SENP8 inh 7, HKDC1 inh 2 and SENP7 block -6.
`C[C@H](CO)N1C[C@H](C)[C@@H](CN(C)C(=O)NC2CCCCC2)Oc2ccc(NC(=O)NC3CCCCC3)cc2C1=O` gave NR3A LBD binder -1, ATG4B inhibitor 0, MPTP inh -1.4, SENP6 inh -7, PfGluPho inh 5, SENP8 inh 6, HKDC1 inh 1 and SENP7 block -5.
`COc1ccc(-c2nnc(SCC(=O)Nc3sc4c(c3C#N)CCC4)n2CC2CCCO2)cc1` (configuration not stated) gave NR3A LBD binder -14, ATG4B inhibitor -6, MPTP inh -0.7, PfGluPho inh -20, SENP8 inh 9 and HKDC1 inh 1.
`COc1cccc(NC(=O)CSc2nc3ccccc3c3nc4ccccc4n23)c1` gave NR3A LBD binder -6, ATG4B inhibitor 1, MPTP inh 1.9, SENP6 inh 2, PfGluPho inh 17, SENP8 inh -10, HKDC1 inh -18 and SENP7 block -5.
Cc1cc(C)c(NC(=O)Cn2c(=O)c3cccn3c3ccccc32)c(C)c1 was read as NR3A LBD binder -2, ATG4B inhibitor 2, MPTP inh -1.0, SENP6 inh -11, PfGluPho inh -6, SENP8 inh -20, HKDC1 inh -10 and SENP7 block 0.
CCOC(=O)C1=C(COC(=O)/C=C/c2ccc(OC)cc2)NC(=O)NC1C (configuration not stated) was read as NR3A LBD binder -2, ATG4B inhibitor 0, MPTP inh 2.4, SENP6 inh -23, PfGluPho inh 0, SENP8 inh 4, HKDC1 inh -3 and SENP7 block -11.
`Cc1ccc(Cl)c(OC(=O)C2CSC3(C)CCC(=O)N23)c1` (configuration not stated) gave NR3A LBD binder 3, ATG4B inhibitor -7, MPTP inh -1.0, SENP6 inh 9, PfGluPho inh 12, SENP8 inh 3, HKDC1 inh -2 and SENP7 block -3.
`CSCCC(NC(=O)c1ccccc1Cl)C(=O)N1CCCC(C)C1` (configuration not stated) gave NR3A LBD binder -1, ATG4B inhibitor 1, MPTP inh -0.4, PfGluPho inh -1, SENP8 inh 3 and HKDC1 inh -8.
Screening NC(=O)N/N=C/c1c(Sc2nnnn2-c2ccccc2)nc2ccccn2c1=O returned NR3A LBD binder 29*, ATG4B inhibitor 0, MPTP inh 1.7, SENP6 inh -13, PfGluPho inh 16, SENP8 inh -483, HKDC1 inh 6 and SENP7 block -11.
For C=CCn1cc(F)c(=O)n(CC=C)c1=O the results were NR3A LBD binder 2, ATG4B inhibitor -3, MPTP inh -0.8, SENP6 inh 17, PfGluPho inh -21, SENP8 inh -1, HKDC1 inh 12 and SENP7 block 0.
CSCC[C@H](NC(=O)[C@@H]1CSC2c3ccccc3C(=O)N21)C(=O)N1CCC[C@H]1CO (some centres not stated) was read as NR3A LBD binder 0, ATG4B inhibitor -21, MPTP inh -0.1, SENP6 inh 9, PfGluPho inh 10, SENP8 inh 62*, HKDC1 inh -3 and SENP7 block -15.
Screening CCCn1c2ccccc2c2nnc(SCC(=O)Nc3c(C)n(C)n(-c4ccccc4)c3=O)nc21 returned NR3A LBD binder -1, ATG4B inhibitor -2, MPTP inh -1.3, SENP6 inh -14, PfGluPho inh -1, SENP8 inh 4, HKDC1 inh -5 and SENP7 block -8.
For C=CCNc1nc2c3ccccc3n(C(C)=O)c2s1 the results were NR3A LBD binder 1, ATG4B inhibitor -1, MPTP inh -1.0, SENP6 inh 1, PfGluPho inh 64*, SENP8 inh 51*, HKDC1 inh 3 and SENP7 block 2.
`O=Cc1c(N2CCCCC2)nc2ccccn2c1=O` gave NR3A LBD binder 0, ATG4B inhibitor 11, MPTP inh -0.2, SENP6 inh 4, PfGluPho inh 21, SENP8 inh 16, HKDC1 inh -3 and SENP7 block 2.
